hcGAS inh: blocks human cGAS activity; recombinant h-cGAS, ATP depletion, Kinase-Glo luminescence; inhibition, % at 12.5 µM; AID 1259398; Q8N884; actives 0.081% (n = 290,000);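 also: 0% = vehicle reaction and 100% = reaction without DNA for no activity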
Target sequence (Q8N884 whole entry, looked up): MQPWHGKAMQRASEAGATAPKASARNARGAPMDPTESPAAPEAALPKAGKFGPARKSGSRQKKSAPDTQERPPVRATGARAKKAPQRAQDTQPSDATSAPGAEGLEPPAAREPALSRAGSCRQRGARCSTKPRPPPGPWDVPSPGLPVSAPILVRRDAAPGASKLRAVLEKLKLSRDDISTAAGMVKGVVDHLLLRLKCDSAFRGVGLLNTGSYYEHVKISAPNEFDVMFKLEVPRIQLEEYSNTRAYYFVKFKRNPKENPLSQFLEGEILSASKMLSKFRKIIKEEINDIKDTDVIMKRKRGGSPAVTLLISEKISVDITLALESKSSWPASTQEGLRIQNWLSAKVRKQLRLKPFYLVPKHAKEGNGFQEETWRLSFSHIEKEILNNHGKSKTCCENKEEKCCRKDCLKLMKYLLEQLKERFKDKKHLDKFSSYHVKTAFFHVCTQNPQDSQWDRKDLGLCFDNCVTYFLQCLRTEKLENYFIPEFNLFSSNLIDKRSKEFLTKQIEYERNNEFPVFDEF
NPYLR7 ag: mosquito NPYLR7 agonism. HEK293T NPYLR7/Galpha15, GCaMP6s calcium fluorescence. activation, % at 10 µM. actives 0.15% (n = 270,000); in the data active = activation above about 40%;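 also: 0% = vehicle and 100% = reference agonist at the receptor; some compounds past the cut are filed as inactive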
mcGAS inh: inhibitors of mouse cGAS. Q8C6L5. recombinant cGAS, Kinase-Glo ATP depletion luminescence. inhibition, % at 12.5 µM. actives 0.15% (n = 160,000). AID 1259399;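 also: 0% = negative control wells and 100% = reference inhibitor with no enzyme activity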
Numbers without * were called inactive; x = not tested or not shown; & = joins results of further samples. Rule as the data show it, unless noted: active = inhibition above about 40%; inactive = the rest.

SMILES	hcGAS inh	NPYLR7 ag	mcGAS inh
CC(CNC(=O)c1ccccc1Br)c1ccccc1 (centres undefined)	-8	1	x
Cc1ccc(-c2nnc(SCC(=O)NC3CC3)o2)cc1	-8	9	x
CC(=O)NCC1=CCCN(Cc2csc(-c3ccccc3)n2)C1	6	-5	x
COc1ccc(/C=C/C(=O)NCC(=O)N=Nc2c(O)[nH]c3ccccc23)cc1	-4	-3	-8
CN(Cc1ccco1)C(=O)c1nn(C)c2c1CC(NCc1nc(-c3ccccc3)cs1)CC2 (centres undefined)	-14	20	-7
COC(=O)c1ccccc1CC1SC(N)=NC1=O (centres undefined)	-4	2	x
Cc1ccccc1CC(=O)NCc1cccnc1N(C)C	-14	4	x
O=C1CSC(=S)N1Nc1ccccc1	0	-7	x
CC(Cn1cccn1)C(=O)N1CCC(c2cc(C(C)C)n[nH]2)CC1 (centres undefined)	-7	7	x
O=C1OC(Nc2ccc(F)c(F)c2)c2ccccc21 (centres undefined)	-9	16	-4
Cc1cccnc1C(NC(=O)C1CCN(CCOc2ccc(Br)cc2)CC1)c1ccc(Cl)cc1 (centres undefined)	-5	8	-3
O=C(CCC1CCCN(Cc2ccccc2OC(F)F)C1)N1CCOCC1 (centres undefined)	-7	11	-11
CN(Cc1nc(-c2ccncc2)no1)C(=O)C1(c2ccccc2F)CC1	-2	-1	x
CC(=O)OC(C(=O)N(C)CCCN1c2ccccc2CCc2ccccc21)c1ccccc1 (centres undefined)	4	-10	2
Cc1ccc(-c2ocnc2C(=O)Nc2ccc(F)c(C(N)=O)c2)cc1	-3	1	x
O=C(Cc1ccsc1)NCCN1C(=O)SC(=Cc2cccs2)C1=O	-4	10	x
Cc1ccc2cc(CCNC(=O)C(C)Oc3ccccc3)c(=O)[nH]c2c1 (centres undefined)	-5	0	-9
COC(=O)c1ccc(C=C2N=C(c3ccc(F)cc3)OC2=O)cc1	-4	0	-4
CCC(C)N(CC(=O)N(CCc1ccc(OC)c(OC)c1)Cc1cccs1)C(=O)Nc1ccc(C)cc1 (centres undefined)	1	-1	-2
Cn1c(=O)[nH]c(=O)c2c1nc(N1CCCC1)n2CCCSc1ncccn1	-2	-1	-5
Cn1c(=O)c([N+](=O)[O-])c(N2CCN(Cc3cccc4ccccc34)CC2)c2ccccc21	-5	12	x
CS(=O)(=O)c1ccc(NC(=O)Cc2ccc(Cl)nc2)cn1	3	-1	x
S=c1nc(C=Cc2ccccc2)[nH]n1CN1CCN(Cc2ccncc2)CC1	0	5	-3
CCC(C)N(Cc1cc(Cl)ccc1OS(C)(=O)=O)C(=O)Nc1ccccc1OC (centres undefined)	-2	-1	1
COc1ccc(NC(=O)Nc2c(-c3ccccc3)n[nH]c2C2CCOCC2)cc1	-4	11	x

Complete entries, quoted from the list. Values in the order: hcGAS inh, NPYLR7 ag, mcGAS inh
Cn1c(=O)c([N+](=O)[O-])c(N2CCN(Cc3cccc4ccccc34)CC2)c2ccccc21 across the screens: -5, 12, x
O=C(CCC1CCCN(Cc2ccccc2OC(F)F)C1)N1CCOCC1 (centres undefined) across the screens: -7, 11, -11
Cc1ccc2cc(CCNC(=O)C(C)Oc3ccccc3)c(=O)[nH]c2c1 (centres undefined) across the screens: -5, 0, -9

Carrying on:
SMILES	hcGAS inh	NPYLR7 ag	mcGAS inh
O=C(Nc1cccnc1)c1cccnc1Nc1cccc(C(F)(F)F)c1	-3	19	-5
Cc1cccc(NS(=O)(=O)c2cccc(C(=O)Nc3ccccc3C)c2)c1	-6	-15	-7
CSc1ccc(-c2cc(C(=O)O)c3[nH]c(C)nc3n2)cc1	-5	-2	-7
COc1ccccc1CN(Cc1cccc(C(F)(F)F)c1)Cc1nc(C(=O)O)co1	-2	12	-4
CCc1nc2ccc(C(=O)NCCCn3ccnc3)cn2c1N(C)Cc1ccc(Cl)cc1	-10	-4	-5
COc1ccc(CCN(C)C(=NC(=O)c2cccc(C)c2)OC(C)C)cc1OC	-1	2	-3
COCC(C)NC(=O)c1cccc(NS(=O)(=O)c2ccc3n[nH]nc3c2)c1 (centres undefined)	-2	-1	x
O=C(c1cn(CCN2CCOCC2)nn1)N1CCC(c2nc3ccccc3o2)CC1	2	-5	x
O=C(NCCc1csc(-c2cnccn2)n1)C1CC2(CCNCC2)CN1 (centres undefined)	-6	5	-16
Nc1sc2c(c1-c1nc3ccccc3s1)CCN(Cc1ccccc1)C2	-9	24	x
Cc1nc(C(C)C)sc1C(=O)NCCNS(C)(=O)=O	-1	10	x
O=S(=O)(c1ccc(Cl)cc1)C1(S(=O)(=O)c2ccc(Cl)cc2)CCCC1	-3&-10	4	x
CC(=O)Nc1ccc(C2C3=C(CC(C)(C)CC3=O)N=C3NN(c4ccccc4)C(=O)C32)cc1 (centres undefined)	-4	3	x
Cc1noc(-c2ccc(N(C)Cc3nccs3)nc2)n1	-3	14	x
Cc1nc2ccc(C(=O)OCC(=O)c3ccccc3)cc2nc1C	-7	-2	x
CC(C)c1ccccc1NC(=O)CN(C)S(=O)(=O)c1ccc2c(c1)OCCCO2	-7	6	x
CCN=c1scc(-c2ccc(F)cc2)n1N=C(C)CC(C)C	-2	8	-3
Cc1ccsc1CN(Cc1ccc(F)cc1)C(=O)CN(CCN1CCOCC1)C(=O)c1ccc(Cl)cc1Cl	-14	x	-6
O=C(c1ccc(CSc2ccc(F)c(F)c2)cc1)N1C2CCC1CC(Oc1ccc3c(c1)OCO3)C2 (centres undefined)	-16	9	-9
CC1CN2CCCC2CN1S(=O)(=O)CC1CCCO1 (centres undefined)	5	4	x
CCCn1nccc1NC(=O)N1CC2CCCCC21c1ccccc1 (centres undefined)	-9	-17	x
COc1ccc(N2CCN(C(=O)c3ccc(Cl)cc3Cl)C(C)C2=O)cc1OC (centres undefined)	-7	-8	-7
C#CCOc1cccc(NC(=O)C(C)n2nc(C)cc2C)c1 (centres undefined)	-8	-2	-14
COc1cccc(-c2cnc(-c3cccc(CNC(=O)c4cc(C)oc4C)c3)[nH]2)c1	-7	5	-9
O=C(Oc1cccc2cccnc12)c1ccccc1Br	2	-13	1

3 structures out of the list, arranged by SMILES length, ascending.
SMILES	hcGAS inh	NPYLR7 ag	mcGAS inh
CSc1ccc(-c2cc(C(=O)O)c3[nH]c(C)nc3n2)cc1	-5	-2	-7
Nc1sc2c(c1-c1nc3ccccc3s1)CCN(Cc1ccccc1)C2	-9	24	x
CCc1nc2ccc(C(=O)NCCCn3ccnc3)cn2c1N(C)Cc1ccc(Cl)cc1	-10	-4	-5

(listing goes on)
SMILES	hcGAS inh	NPYLR7 ag	mcGAS inh
C=CCNC(=O)C(NC(=O)c1cccc(C)c1)C1CCN(C(=O)c2ccco2)CC1 (centres undefined)	-2	-4	-2
CC(C(=O)n1cccn1)n1cc([N+](=O)[O-])cn1 (centres undefined)	1	3	x
CN(C(=O)CSc1n[nH]c(N)n1)C1(c2ccccc2Cl)CCCCC1=O (centres undefined)	-8	1	-13
O=C(Cn1nc(-c2cccs2)c2sc(N3CCOCC3)nc2c1=O)NCCc1ccccc1	-7	-2	-8
COc1ccc(OC)c(C2C(=C(O)c3ccccc3)C(=O)C(=O)N2CCCN2CCOCC2)c1 (centres undefined)	-3	15	-6
Cc1ccc(CN2CCC3(CC2)CC(C(=O)N2CCOCC2)N(C)C3)s1 (centres undefined)	-6	x	-4
O=C(CSc1nnc(-c2ccccc2)n1-c1ccccc1)N/N=C\c1ccc(O)cc1O	-6	-6	x
O=C(Cc1csc(NC(=O)NC2CCCC2)n1)Nc1ccc(Oc2ccccc2)cc1	-13	-6	x
O=C(c1ccc(Cn2cnnn2)cc1)N1CCC2(CC1)C(=O)Nc1ccccc12	-1	10	-15
CCCCCCCCCC(=O)N1CCC2(CC1)NC(=O)c1cc(Br)ccc1N2	-3	x	-10
CC(=O)NC(C(=O)Nc1ccc(C)c(S(=O)(=O)N2CCCCCC2)c1)C1CCCC1 (centres undefined)	-9	10	x
CCOc1ccc(-c2cc(C(=O)NCCCOC)c3ccccc3n2)cc1	-2	10	-5
CCNC(=O)[C@@H]1C[C@H](N)CN1Cc1csc(-c2ccccc2)n1	-3	-6	-1
CC(=O)CC1(O)C(=O)N(CCOc2ccc3ccccc3c2)c2ccc(Cl)cc21 (centres undefined)	-7	11	-6
CCOC(=O)N1CCC(NCc2c(C)nn(CC)c2C)CC1	3	-1	x
CCNC(=O)N[C@H]1CO[C@H]2[C@@H]1OC[C@@H]2Nc1nccc(C(C)(C)C)n1	-4	-11	-8
Cn1cc(S(=O)(=O)NCCc2cccc(Cl)c2Cl)cc1C(N)=O	-9	4	x
CCCC1c2cccn2CCN1C(=O)NC1CCCCC1 (centres undefined)	-7	x	-5
COc1cccc(-c2cccc(-c3cccc(NC(=O)c4ccc(C#N)cc4)c3)n2)c1	-5	-2	-4
CN(C)CCCN1C(=O)C(=Cc2ccc(Br)cc2)SC1=S	-5	5	4
CCCN1CCC(C(=O)NC(c2ccc(F)cc2)c2ccc3ccccc3n2)CC1 (centres undefined)	-4	1	-3
Cc1nn(C)c2[nH]c(=O)c(CCC(=O)N3CC4CCC3C4)c(C)c12 (centres undefined)	-15&-2	1&4	x
CN1C(=O)C(=O)N(CN2CCCC2c2nc3ccccc3s2)C1=O (centres undefined)	-3	1	-5
O=C(NCCN1CCOCC1)c1ccc(CSc2nc(Cl)cc(N3CCN(c4ccccc4F)CC3)n2)cc1	1	6	-4
O=C(COCc1ccccc1)Nc1ccc(C2SCC(=O)N2c2ccc3c(c2)CCC3)cc1 (centres undefined)	-4	x	-7
SMILES	hcGAS inh	NPYLR7 ag	mcGAS inh
CC(Cc1cccs1)NC(=O)CCCn1nnnc1CN1CCOCC1 (centres undefined)	4	6	x
Oc1ccc2ccccc2c1	0	-2	x
CCOCCSc1nnc(C)c2cnn(-c3ccc(C)c(C)c3)c12	-5	-13	-9
CS(=O)(=O)NCC(=O)N1CCCC(c2[nH]ncc2-c2ccc(F)cc2)C1 (centres undefined)	-8	8	x
Cc1ccc(-n2ncc3c2CC(C)(C)CC3NC(=O)CCn2cnc3ccccc32)cc1 (centres undefined)	3	12	-6
COc1cccc(C(=O)C2CCCN(C(=O)c3cccc(F)c3OC)C2)c1 (centres undefined)	-2	2	-10
Cc1cccnc1NC(=O)CCC(=O)N1CCOc2ccccc21	-1	-2	x
CCc1nc2n(n1)C(=O)C(C(c1cccc(C)c1)N1CCC(C(=O)OC)CC1)S2 (centres undefined)	-4	-4	-6
CC1=C(C(=O)OCC(C)C)C(c2ccc(F)cc2)C2=C(CC(c3ccccc3)CC2=O)N1 (centres undefined)	2	-1	-4
CCOC(=O)c1ccc2c(c1)nc(SCc1cccc(C(=O)OC)c1)n2Cc1ccc(C(F)(F)F)cc1	-7	-5	-7
Cc1nnsc1C(=O)N1CCN(c2c3c(nc4ncnn24)CCCC3)CC1	-6	-3	-7

Shown as a markdown table: entries from further up
| SMILES | hcGAS inh | NPYLR7 ag | mcGAS inh |
| --- | --- | --- | --- |
| O=C(CSc1nnc(-c2ccccc2)n1-c1ccccc1)N/N=C\c1ccc(O)cc1O | -6 | -6 | x |
| CC(CNC(=O)c1ccccc1Br)c1ccccc1 (centres undefined) | -8 | 1 | x |

Compound activity from PubChem BioAssay.
